H37Rv inhibition – M. tuberculosis growth inhibition, HTS (AID 449762); M. tuberculosis H37Rv growth inhibition, 7H9 media; higher % means a stronger effect; inhibition, % at 25 µM; hits with a dose series show IC50 in µM; hit rate 0.59% among 330,000; in the data active = a potency from the dose series; inconclusive = inhibition above about 70% without an active follow-up result;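 also: bacterial growth assessed after seven days of incubation; strong numbers were not always called active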
PhoP GFP inhibition – PhoP regulon inhibitors, Salmonella typhi PhoP promoter GFP reporter, confirmatory (AID 1850); Salmonella Typhi PhoP-promoter GFP reporter, fluorescence, 4 h; higher % means a stronger effect; inhibition, % at 50 µM, or IC50 in µM where a hit was titrated; hit rate 0.33% among 310,000; in the data active = a potency from the dose series; inconclusive = inhibition mostly from about 25% at the one dose, without a potency; inactive = the rest, 99 in 100 with inhibition below about 19%;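 also: 0% = induced wells with vehicle and 100% = uninduced wells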
inhibitors of VEEV – inhibitors of VEEV TC-83 cytopathic effect, confirmation, Vero cells (AID 588727); Vero cells, VEEV TC-83 cytopathic effect inhibition; higher % means a stronger effect; inhibition, % at 20 µM, or IC50 in µM where a hit was titrated; hit rate 0.13% among 350,000; in the data active = a potency from the dose series; inconclusive = inhibition mostly from about 14% at the one dose, without a potency; inactive = the rest, 99 in 100 with inhibition below about 12%; also: strong numbers were not always called active
M. tuberculosis – growth inhibition of non-replicating M. tuberculosis (AID 488890); Mycobacterium tuberculosis non-replicating, growth inhibition; higher % means a stronger effect; inhibition, % at 25 µM; hits with a dose series show IC50 in µM; hit rate 0.39% among 320,000; in the data active = a potency from the dose series; inconclusive = inhibition mostly from about 82% at the one dose, without a potency; inactive = the rest, 99 in 100 with inhibition below about 76%;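 also: plate controls were DMSO cells for no effect and high antibiotic wells for full effect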
H1N1 NS1A inhibition – H1N1 influenza NS1A inhibitors, functional cell based assay (AID 504329) | NS1A functional cell-based assay, percent inhibition; higher % means a stronger effect | one-dose inhibition, % at 12.5 µM; IC50 in µM for titrated hits | hit rate 0.3% among 340,000; in the data active = a potency from the dose series; inconclusive = inhibition above about 27% without an active follow-up result; also: strong numbers were not always called active
inhibitors of VEEV 10K pilot screen – further read-out of inhibitors of VEEV, marked with its call; inhibition, %; measured here: 10K pilot screen inhibition
An asterisk follows results filed as active; i = inactive; ? = inconclusive; . = not tested or not shown; & = joins results of further samples.

SMILES | H37Rv inhibition | PhoP GFP inhibition | inhibitors of VEEV | M. tuberculosis | H1N1 NS1A inhibition | others
Fc1ccc(-c2nc(-c3cccs3)no2)cc1 | -6% | 8% | i | 15% | -15%
CC1(C)NC(=O)N(CC(=O)N2CCN(c3cccc(C(F)(F)F)c3)CC2)C1=O | -3% | -3% | 1.7% | -19% | -3%
O=C(OCC(=O)N1CCN(C(=O)c2ccco2)CC1)c1ccccc1C(=O)c1ccc(Cl)cc1 | 9% | 8% | i | 21% | 1%
Cc1ccc(N2C(=O)CC(N3CCN(S(=O)(=O)c4ccccc4)CC3)C2=O)c(C)c1 (stereo not drawn) | -7% | -4% | 6.0% | 34% | -8%
CCCCCc1cc(O)c2c3c(c(=O)oc2c1)CN(C)CC3 | ? | 8% | i | 80% | -1%
COC(=O)c1c(NC(=O)CN2CCN(c3ccccc3Cl)CC2)sc(C)c1C | ? | -4% | 1.1% | 44% | -4%
Cc1ccc2nc(-c3ccc(-c4cccc(Cl)c4)cc3)c(NCc3ccccc3)n2c1 | -3% | 0% | 1.1% | 5% | -6%
CCOC(=O)C1=C(C)OC(N)=C(C#N)C1c1cc2c(cc1Br)OCO2 (stereo not drawn) | 8% | -9% | 1.3% | 14% | 5%
Cc1c(C(=O)Nc2ccncc2)sc2nc(-c3ccccc3)cn12 | 7% | 6% | 4.3% | 13% | 0%
COc1cc2cnc(-c3ccsc3)cc2cc1OC | 0% | . | 0.1% | 19% | 10% | inhibitors of VEEV 10K pilot screen=7.1
Cc1cc(NC(=O)c2noc3c2CCCC3)nn1Cc1ccc(Cl)cc1 | 94% | -3% | i | 40% | 37%
CCOc1ccccc1N1CC(C(=O)N2CCc3ccccc32)CC1=O (stereo not drawn) | 1% | -7% | 9.4% | 8% | -4%
CSc1nnc(C)c(=O)n1COC(=O)COc1ccccc1C | 6% | -4% | 2.2% | -18% | -9%
Cc1sc2ncnc(N3CCC(C(=O)Nc4ccc(C#N)c(Cl)c4)CC3)c2c1C | ? | -6% | 9.4% | 39% | -11%
Cc1nc([N+](=O)[O-])c(Br)n1CC(=O)c1ccc(F)cc1 | . | . | 1.0% | . | -18%
NS(=O)(=O)c1ccc(CCNC(=O)c2cc([N+](=O)[O-])ccc2N2CCOCC2)cc1 | 1% | . | 0.2% | 7% | 2%
CCOC(=O)C(C(=O)OCC)C1CS(=O)(=O)CC1C(C(=O)OCC)C(=O)OCC (stereo not drawn) | 4% | 2% | 0.1% | -17% | 1%
CCN1C(=O)[C@H]2[C@@H](c3ccc(-c4ccc(F)cc4)c(OC)c3)N[C@@](CC(C)C)(C(=O)OC)[C@H]2C1=O | -1% | -1% | . | 1% | .
CCOC(=O)N1CCC(NC(=O)C2CCN(C(=O)N3CCOc4ccccc43)CC2)CC1 | -3% | -3% | 3.2% | -8% | -1%
CC1(C)CC(=O)C2=C(C1)N(CCN1CCOCC1)C1=C(C(=O)CC(C)(C)C1)C2c1cccc(Cl)c1 | -9% | -1% | 5.6% | 42% | 21%
O=c1[nH]c2ccccc2n1CCCSc1cnc2ccccc2n1 | 6% | 3% | 9.7% | 50% | 0%
Cc1ccc(NC(=O)C2C3C=CC4(O3)C2C(=O)N(CCCN2CCCC(C)C2)C4C(=O)NC2CCCCC2)cc1 (stereo not drawn) | -1% | -4% | 3.9% | 7% | 2%
COc1cccc(C2=NOC(C(=O)NCc3cccnc3)C2)c1 (stereo not drawn) | -5% | 2% | 1.4% | -9% | -7%
O=C(NN1CCOCC1)c1cccc(Cl)c1 | -7% | -1% | 2.8% | 0% | 33%
O=C(CCn1ccc2cc(S(=O)(=O)N3CCCC3)ccc21)NCc1cccc(F)c1 | 3% | 10% | 1.1% | 16% | 11%
COc1ccc(N=C(N(C)C)P(=O)(N(C)C)N(C)C)cc1 | -13% | -8% | 0.2% | -15% | -18%&-8%
CN(CC(=O)Nc1ccc(F)cc1)C(=O)COC(=O)/C=C/c1cccs1 | 11% | 0% | 1.2% | -6% | -2%
CCOC(=O)Nc1ccc2c(c1)nc(CN1CCOCC1)n2C | 5% | -3% | 0.6% | 0% | -1%
O=C(NNC(=O)c1cnccc1C(F)(F)F)c1ccc(Cl)cc1 | 11% | -19% | 0.6% | 6% | -21%
Cc1ccc(CN2C(=O)CCC2C(=O)NCCCN2CCC(C)CC2)cc1 (stereo not drawn) | . | . | 1.2% | . | -3%
OC(c1ccccc1)(c1ccccc1)C1CN2CCC1CC2 (stereo not drawn) | -1% | 0% | 0.6% | -11% | -1%
CC(C)(O)C(=O)NNC(=S)Nc1ccc(F)c(Cl)c1 | 8% | -12% | 1.3% | 2% | -4%
O=C(CSc1nnc(Cc2cccs2)n1Cc1ccco1)Nc1ccc(Cl)cc1Cl | -2% | -13% | i | 33% | 6%
S=C(NCCc1ccc(Cl)cc1)Nc1ccc(Cl)cc1Cl | 25% | -4% | 2.9% | ? | 7%
O=C(O)c1ccc2c(=O)n3c(nc2c1)/C(=C/c1ccccc1Br)CC3 | 0% | -5% | 1.2% | 6% | -7%
Fc1ccc(CCNC(=S)Nc2ccc(F)c(Cl)c2)cc1 | ? | 13% | 0.6% | ? | -11%
CCOC(=O)c1cc2c(N)c(C(=O)c3ccc(Br)cc3)sc2[nH]c1=O | -5% | 4% | 3.5% | 7% | 20%
Cc1cc(C)cc(NC(=O)Cn2nnc(C(=O)NCc3cccs3)c2N)c1 | -4% | 1% | 2.9% | 0% | -2%
O=C(Cc1ccc(Cl)cc1)NCCN1CCCC1 | -10% | -5% | i | -11% | -3% | inhibitors of VEEV 10K pilot screen=0.0
Cc1cc(C)cc(NC(=O)CSc2ccc(-c3ccccn3)nn2)c1 | -9% | -5% | 0.8% | ? | 2%
CN(Cc1ccccc1)c1nc2c(c(=O)[nH]c(=O)n2C)n1Cc1ccccc1F | 6% | -4% | 7.0% | 18% | 1%
Nn1cnnc1SCC(=O)Nc1ccc2c(c1)OCCO2 | 0% | 1% | 0.5% | -2% | 5%
O=C(CSCc1ccc(Cl)cc1)NCc1ccc2c(c1)OCO2 | -3% | -4% | 2.3% | 42% | 7% | inhibitors of VEEV 10K pilot screen=1.7
COC(=O)[C@H](CCSC)NS(=O)(=O)c1ccccc1Br | -1% | 7% | 0.7% | 0% | -21%
O=C(NCc1cccs1)C1CCN(c2nccs2)CC1 | -8% | -7% | 0.4% | 5% | 6%
Cc1nn(CC(=O)Nc2ccc3c(c2)nc2n3CCOC2)c(=O)c2ccccc12 | -5% | -3% | 0.7% | -9% | -1%
O=c1c2ccccc2c(C=Nc2ccc(S(=O)(=O)Nc3ncccn3)cc2)c(O)n1-c1cccc(Cl)c1 | 7% | -4% | . | -2% | .
CCOC(=O)c1sc(=S)n(CC)c1NC(=O)C1CC1 | 4% | -3% | i | 3% | 2%

Random excerpt: 5 compounds from above, in no set order.
SMILES | H37Rv inhibition | PhoP GFP inhibition | inhibitors of VEEV | M. tuberculosis | H1N1 NS1A inhibition | others
O=C(Cc1ccc(Cl)cc1)NCCN1CCCC1 | -10% | -5% | i | -11% | -3% | inhibitors of VEEV 10K pilot screen=0.0
S=C(NCCc1ccc(Cl)cc1)Nc1ccc(Cl)cc1Cl | 25% | -4% | 2.9% | ? | 7%
Cc1ccc(N2C(=O)CC(N3CCN(S(=O)(=O)c4ccccc4)CC3)C2=O)c(C)c1 (stereo not drawn) | -7% | -4% | 6.0% | 34% | -8%
CCOC(=O)c1cc2c(N)c(C(=O)c3ccc(Br)cc3)sc2[nH]c1=O | -5% | 4% | 3.5% | 7% | 20%
CC(C)(O)C(=O)NNC(=S)Nc1ccc(F)c(Cl)c1 | 8% | -12% | 1.3% | 2% | -4%

Next part.
SMILES | H37Rv inhibition | PhoP GFP inhibition | inhibitors of VEEV | M. tuberculosis | H1N1 NS1A inhibition | others
O=C(COC(=O)c1cccc(F)c1)NCCC1=CCCCC1 | 2% | . | 4.8% | 71% | -18%
Cc1sc(NC(=O)CCCC(=O)O)c(C#N)c1C | -4% | -14% | 1.9% | 8% | -7%
O=C(Nc1nnc(CCc2ccccc2)s1)c1cccs1 | 5% | -1% | 0.5% | 7% | -3%
O=C(Cc1cccc2ccccc12)Nc1nc(-c2cccc([N+](=O)[O-])c2)cs1 | 1% | -8% | 0.5% | 14% | 2%
CCOc1cccc(/C=N/NC(=S)Nc2cc(S(=O)(=O)N3CCOCC3)ccc2N2CCOCC2)c1O | 6% | 6% | 5.7% | -22% | 9%
Cc1c(/C=C2\NC(=O)NC2=O)c2ccccc2n1C | 5% | -7% | 0.9% | . | -6%
COC(=O)c1ccc(Cn2c(C)cc(C)[n+]2C)o1 | 4% | 4% | 1.0% | 21% | 1%
CNc1ccc(S(=O)(=O)NCC(=O)OCC(=O)Nc2cccc(Cl)c2Cl)cc1[N+](=O)[O-] | 12% | -1% | 1.9% | 4% | 1%
O=C(Cn1cnc([N+](=O)[O-])c1)Nc1ccc(F)c(Cl)c1 | . | . | 0.8% | . | -2%
O=C(c1ccc(Cl)cc1)N1CCN(CCOc2ccccc2)CC1 | -3% | -4% | i | 6% | -18%
O=C(COc1ncnc2ccccc12)NCc1ccco1 | -7% | 4% | i | -11% | 2%
Cc1ccc(CN=c2c([N+](=O)[O-])nn(-c3ccc(Cl)cc3)n2O)cc1 | ? | 1% | 8.3% | ? | -26%
O=C(CN1C(=O)CCSc2ccc(S(=O)(=O)N3CCCC3)cc21)NCc1ccccc1Cl | 3% | 4% | 1.1% | 2% | -3%
COc1cc(/C=C(\NC(=O)c2ccccc2)C(=O)N2CC3CC(C2)c2cccc(=O)n2C3)cc(OC)c1OC (stereo not drawn) | 3% | 2% | 2.7% | -2% | 3%
COc1cccc(-c2nc3ccccc3s2)c1O | 1% | -15% | 1.4% | 17% | -20%
COc1ccccc1/C=C/CN1CCCC(CO)(CCc2ccccc2)C1 (stereo not drawn) | 13% | 9% | 1.9% | 38% | 4%
O=C(N/N=C/c1ccc(O)c(O)c1)c1ccc(-n2cnnn2)cc1 | -10% | . | i | 16% | -7%
CCc1cc(CNC(=O)CCc2nnc(Cc3cccc(C)c3)o2)on1 | -10% | -1% | 0.5% | -3% | -2%
O=C(O)CCC1=C2c3ccccc3CCN2C(=O)CC1 | -1% | 0% | 0.3% | -23% | -1%
COc1ccc2sc(-c3ccc(N(C)C)cc3)c(-c3ccc4cc[nH]c4c3)c2c1 | 7% | . | 1.7% | -25% | 6% | inhibitors of VEEV 10K pilot screen=4.4
Cc1ccc(O)c(C(=O)CC(=O)c2cccc(F)c2)c1 | ? | 9% | 21µM* | . | 1%
CC(C)C[C@H](NC(=O)C1(c2ccccc2)CCN(C(=O)[C@H]2CSCN2C(=O)OC(C)(C)C)CC1)C(=O)O | -5% | 3% | 0.1% | -2% | 5%
CCn1c(CCCCc2n[nH]c(=S)n2CC)n[nH]c1=S | -1% | 13% | 0.1% | . | -1%
COc1ccc(/C=N/NC(=O)CSc2ccccc2)cc1OC | -4% | -3% | 0.7% | 10% | 2%
CCN(Cc1ccc(OC)c(COC)c1)CC1CCCN(CCc2cccc(OC)c2)C1 (stereo not drawn) | -4% | -7% | 2.5% | 21% | 0%
Cc1ccc(C2=[N+]([O-])C(C)(C)CC2)cc1 | -3% | 10% | 3.0% | -4% | -6%
CC(=O)Nc1c(-c2ccccc2)nc2cc(C)ccn12 | 0% | 1% | 0.1% | -11% | -2%
CS(=O)(=O)N1CCCC(C(=O)Nc2cccc(F)c2)C1 (stereo not drawn) | 7% | -5% | 0.2% | 15% | -3%
COc1cccc(Nc2nc(CC(C)=O)ns2)c1 | -3% | 7% | 7.0% | -1% | -4%
O=C(NC1CCCCC1)c1ccc(NS(=O)(=O)c2cccc3cccnc23)cc1 | 2% | 5% | 0.9% | 4% | -7%
CCOCCCn1c(NN)nc2ccccc2c1=O | 3% | 12% | 2.9% | 10% | -4%
CCCS(=O)(=O)c1nc(S(=O)(=O)c2ccc(C)cc2)c(N2CCN(CC)CC2)s1 | -1% | -3% | 9.8% | 24% | -1%
Cc1ccc(CC(CC(=O)NCCc2ccc3c(c2)OCO3)C(=O)O)cc1 (stereo not drawn) | 6% | -11% | i | 3% | -7%
O=C(COc1ccc2ccccc2c1)Nc1cccnc1Cl | 1% | 13% | i | 28% | 4%
CCOC(=O)c1cnc(-n2nc(C)cc2C)nc1NNc1nc(C)cc(C)n1 | ? | 3% | 5.7% | ? | -1%
COc1ccc(NCc2nnc(SCC(=O)Nc3ccccc3OC)o2)cc1 | 43% | -6% | 3.2% | 25% | 3%
CCCCN(C)CCNC(=O)CCNC(=O)Cn1ccc2ccccc2c1=O | -2% | -4% | i | -10% | 1%

Bioassay records deposited in PubChem BioAssay by Southern Research Specialized Biocontainment Screening Center.
